Compound activity as filed in PubChem BioAssay.
BRCA1 expr act: activators of BRCA1 expression; AID 624202; MCF7-BRCA1-FFLuc reporter, luminescence, 48 h; response scale: scaled: vehicle 0%, 10 µM genistein 100%; hit rate 1.1% among 380,000; Potency, µM (top dose mostly 46.1 µM), inactives show at the highest dose activation, actives largely listed as activators; also: potency is read from the fitted curve at half-maximal effect; nearly all actives have a fitted effect of over 80% in size; some results filed as inactive show a strong effect at the top dose
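First, MCF7-BRCA1-FFLuc cells (2000/well) attach for 2 h; next, compounds are pin-added and incubated 48 h at 37 °C; finally, luciferase reagent is added and luminescence read after 15 min.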
B2AR arrestin: beta2AR (human) beta-arrestin recruitment activity | P07550 | hit rate 0.02% among 330,000 | Potency, µM (series often up to 46.1 µM), for the others: at the top dose activation, actives largely listed as activators | beta-arrestin recruitment to beta2AR, cell-based reporter;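 also: potency is read from the fitted curve at half-maximal effect; 0% = DMSO controls and full agonism = EC100 isoproterenol or metaproterenol; nearly all actives have a fitted effect of over 65% in size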
S-ASM inh: inhibitors of human secretory acid sphingomyelinase; Potency, µM (titrated, usually from 57.5 µM), for the others: at the highest dose activity change, negative = inhibition, actives largely listed as inhibitors; hit rate 0.006% among 340,000; placental ASM, HMU-PC fluorogenic substrate, 60 min; AID 504937; also: potency is read from the fitted curve at half-maximal effect
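Steps: dispense placental human ASM, pin compound, wait 10 min at room temperature, add HMU-PC0 substrate at 9 uM final, incubate 60 min at 37 °C, add stop solution raising pH to 10, read fluorescence.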
ELG1 genotox: inducers of genotoxicity in HEK293T ELG1-luciferase cells | HEK293T ELG1-luciferase reporter, luminescence, 16 h | hit rate 1.3% among 330,000 | Potency, µM (titrated, usually from 46 µM), for the others: at the top dose activity change, positive = activation, actives largely listed as activators | AID 504466; also: potency is read from the fitted curve at half-maximal effect; % of control where 0% means no effect; nearly all actives have a fitted effect of over 60% in size
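HEK293T cells expressing luciferase-tagged ELG1 were exposed to compound or DMSO vehicle for 16 hr at 37 °C and 5% CO2. Luciferase activity was then measured with ONE-Glo after 30 min at room temperature.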
p53 reactivator: restores transcriptional activity of mutant p53. hit rate 0.063% among 320,000. H1299 p53-A138V BP100-luciferase reporter, luminescence, 24 h. AID 504706. Potency, µM (doses to about 92.2 µM), for inactives: top-dose activity change, positive = activation, hits mostly activators; also: potency is read from the fitted curve at half-maximal effect; % of control where 0% means no effect; nearly all actives have a fitted effect of over 45% in size
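p53-null H1299 cells stably carrying temperature-sensitive p53-A138V and a BP100-luciferase reporter were pinned with compounds (4-point, 1:5 series) and held 24 hrs at 37 deg C. Luminescence was read 10 min after detection reagent.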
a7 integrin act: activates integrin-mediated alleviation for muscular dystrophy. alpha7betagal myoblasts, beta-gal FDG fluorescence, 48 h. Potency, µM (top dose mostly 38.3 µM), without a hit: at the highest dose activation, most hits filed as activators. hit rate 0.064% among 350,000;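 also: potency is read from the fitted curve at half-maximal effect; 100% = response of the positive control SU9516; nearly all actives have a fitted effect of over 60% in size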
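alpha7betagal+/- myoblasts (passage 13, 250/well) treated 48 h at 37C with compounds at 1:260 dilution of DMSO stock. Lysed, then beta-galactosidase activity read as FDG fluorescence (ex 480/em 540) after 30 min, with pre-read for autofluorescence.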
USP2a block: USP2a (human) protease inhibition. O75604. hit rate 0.01% among 330,000. Potency, µM (titrated, usually from 38.3 µM), for inactives: top-dose activity change, negative = inhibition, most hits filed as inhibitors. USP2 core, Ub-CHOP2 coupled fluorogenic reporter, 485/531;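 also: potency is read from the fitted curve at half-maximal effect; plate controls were DMSO wells for no effect and full inhibition by NEM control for full effect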
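USP2 core (10nM final) preincubated 30min RT with compound in 20mM Tris-HCl pH 8.0, 2mM CaCl2, 2mM beta-mercaptoethanol, 0.05% CHAPS; 25nM Ub-CHOP2 plus 25nM reporter substrate added, fluorescence (Ex485/Em531) read after 60min.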
uPA generation: inhibitors of cell surface uPA generation | AID 540303 | Potency, µM (doses to about 38.3 µM), for inactives: at the top dose activity change, negative = inhibition, most hits filed as inhibitors | cell surface uPA generation assay, qHTS | hit rate 0.31% among 330,000; active = well fitted inhibition curve with a large enough effect; inconclusive = small, poorly fitted or top-dose-only effect; inactive = no such curve, though single readings can be large or run the other way; tested in mouse RAW 264.7 cells; also: potency is read from the fitted curve at half-maximal effect; % is scaled to controls: 0 for no effect and ±100 for the full control effect; nearly all actives have a fitted effect of over 55% in size
TRPV1 ag: activates the human vanilloid receptor TRPV1. AID 540275. TRPV1-expressing cells, Fluo-8 calcium influx, agonist mode. Q8NER1. hit rate 0.19% among 320,000. activation, % at 8.33 µM; in the data active = activation above about 80%; inconclusive = between about 30% and that limit; also: 0% is about no effect
Target sequence (Q8NER1 whole entry, looked up): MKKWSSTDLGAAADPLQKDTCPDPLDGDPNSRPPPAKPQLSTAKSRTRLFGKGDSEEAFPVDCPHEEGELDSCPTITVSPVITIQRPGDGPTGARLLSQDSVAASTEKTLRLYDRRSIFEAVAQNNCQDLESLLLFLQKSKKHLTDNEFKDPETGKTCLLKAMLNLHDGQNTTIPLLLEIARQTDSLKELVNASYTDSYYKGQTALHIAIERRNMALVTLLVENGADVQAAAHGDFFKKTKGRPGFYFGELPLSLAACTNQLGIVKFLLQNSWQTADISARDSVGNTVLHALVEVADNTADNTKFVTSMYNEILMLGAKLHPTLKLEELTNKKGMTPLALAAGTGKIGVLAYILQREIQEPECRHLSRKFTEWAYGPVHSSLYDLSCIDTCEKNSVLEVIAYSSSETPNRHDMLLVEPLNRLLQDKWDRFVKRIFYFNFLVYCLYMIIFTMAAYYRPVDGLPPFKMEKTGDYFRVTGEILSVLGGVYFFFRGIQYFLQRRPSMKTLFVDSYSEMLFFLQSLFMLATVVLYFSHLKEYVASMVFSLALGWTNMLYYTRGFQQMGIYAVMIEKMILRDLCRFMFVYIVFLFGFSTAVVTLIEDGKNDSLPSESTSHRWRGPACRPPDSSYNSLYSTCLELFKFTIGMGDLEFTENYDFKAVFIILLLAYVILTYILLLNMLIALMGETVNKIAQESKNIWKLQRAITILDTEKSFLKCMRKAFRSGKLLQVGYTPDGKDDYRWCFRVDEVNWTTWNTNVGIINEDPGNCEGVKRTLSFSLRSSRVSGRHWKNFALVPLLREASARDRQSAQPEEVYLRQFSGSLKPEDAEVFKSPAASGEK
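Fluo-8 calcium influx in TRPV1-expressing cells, kinetic read (ex 480/em 520 nm). Compound added and read 3 min for agonist activity, followed by capsaicin at EC20 final and 2 min further read for enhancement.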
TSG101-PTAP inh: blocks PTAP/TSG101 interaction to inhibit HIV-1 budding; Q99816; 340,000 tested, under 10 active; AID 493005; Potency, µM (doses to about 115 µM), inactives show at the top dose activity change, negative = inhibition, most hits filed as inhibitors; Fluorescence polarization, FITC-PTAP peptide / Tsg101 binding; active = well fitted inhibition curve with a large enough effect in the main read-out, with a control signal flat, not every such curve was filed as active; inconclusive = small, poorly fitted or top-dose-only effect, or effect the other way, or a change in a side signal; inactive = no such curve, though single readings can be large or run the other way; also: potency is read from the fitted curve at half-maximal effect; % of control where 0% means no effect
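Compounds were pin-transferred onto Tsg101 binding domain (10 uM final) in HEPES pH 7.5 buffer, then FITC-PTAP peptide was added at 50 nM final. After 20 min at RT, polarization reported peptide displacement across a qHTS concentration series.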
Eya2 phos inh: inhibitors of human Eya2 phosphatase activity. recombinant Eya2, OMFP fluorescence dephosphorylation (OMFP is methylfluorescein phosphate). Potency, µM (top dose mostly 76.9 µM), without a hit: at the top dose activity, negative = inhibition, most hits filed as inhibitors. hit rate 0.006% among 330,000. AID 488837; also: potency is read from the fitted curve at half-maximal effect; % is scaled to controls: 0 for no effect and ±100 for the full control effect
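Eya2 (0.2 uM) preincubated 10 min at ambient with compound, then OMFP substrate added at 50 uM; 10 min reaction in 50 mM HEPES pH 7.5, 50 mM NaCl, 5 uM MgCl2, 0.05% BSA, 1 mM DTT. Fluorescence read at Ex 485/Em 525 nm.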
* hit, by the source's call; i = inactive; ? = inconclusive; · = not tested or not shown; & = joins results of further samples; [ ] = remark or other dose. Unless noted, calls follow the shape of the dose curve; as a rule, active = well fitted curve in the direction sought with a large enough effect; inconclusive = small, poorly fitted or top-dose-only effect, or another doubt; inactive = no such curve, though single readings can be large; an effect the other way counts as inactive or inconclusive.

SMILES	BRCA1 expr act	B2AR arrestin	S-ASM inh	ELG1 genotox	p53 reactivator	a7 integrin act	USP2a block	uPA generation	TRPV1 ag	TSG101-PTAP inh	Eya2 phos inh
CCOC(=O)c1ccccc1OCc1cc(/C=N/NC(=O)c2ccncc2)ccc1OC	-7.0%	-0.3%	-11.0%	-3.3%	-2.6%	-8.8%	7.0%	0.1%	?	0.7%	-23.9%
O=C(COC(=O)C1CCN(S(=O)(=O)c2cccs2)CC1)Nc1ccc(F)c(F)c1F	-12.2%	0.1%	1.7%	2.1%	2.0%	-3.3%	1.0%	13.4%	1.9	-2.0%	-25.2%
Cc1nc2ccccc2n1-c1nc(-c2ccco2)cc(C(F)(F)F)n1	-104.0%[inhibitor]	-0.2%	-1.5%	-22.3%	7.6%	11.0%	0.1%	·	2.6	-0.3%	3.7%
Cc1nn(C)c(C)c1S(=O)(=O)N1CCCC(C(=O)NC2CCCCC2)C1 (stereo not drawn)	-28.9%	0.3%	3.7%	-4.9%	3.0%	-9.9%	0.4%	-1.4%	-1.7	-3.8%	-1.9%
COc1ccc(/C(O)=C2/C(=O)C(=O)N(c3ccccn3)C2c2cccc(Cl)c2)cc1 (stereo not drawn)	4.8%	0.3%	-4.6%	1.4%	-2.9%	-13.8%	-1.3%	-2.5%	0.4	-4.3%	-5.0%
CSc1ncccc1C(=O)OCC(=O)c1[nH]c(C)c(C(C)=O)c1C	9.1%	0.1%	-3.9%	3.8%	4.4%	22.6%	0.2%	-8.9%	16.8	-8.2%	-0.2%
Cc1nc2ccccc2cc1C(=O)NCc1ccc(F)cc1	-4.7%	-0.1%	-2.6%	-14.9%	1.8%	8.1%	-0.5%	-5.4%	15.8	0.7%	19.9%
COc1ccc(C(=O)N[C@H](C(=O)NCCCSc2ccccc2)C(C)C)cc1	-12.2%	2.1%	-4.0%	-8.2%	-5.3%	0.1%	0.9%	2.1%	·	-1.8%	-9.6%
CCCCC1=CC2=C(c3ccco3)C(=O)C(C)(OC(=O)c3ccc(OC)cc3)C(=O)C2=CN1CCCN(CC)CC (stereo not drawn)	-9.2%	-0.5%	-5.5%	-0.4%	0.1%	3.3%	-1.3%	-12.5%	1.9	-9.7%	1.3%
O=C(CCCCC(=O)Nc1ccc(F)cc1)Nc1ccc(F)cc1	-7.8%	0.3%	-0.3%	-2.9%	·	-39.0%	1.5%	4.2%	7.1	-3.4%	0.3%
CC(=O)Nc1ccc(S(=O)(=O)NC(CC(=O)O)c2ccc(C)cc2)cc1 (stereo not drawn)	29.0%	14.0%	3.5%	-3.0%	0.3%	-10.2%	0.8%	1.4%	3.3	-1.2%	-2.2%
Cc1ccc(C(=O)N[C@H](C(=O)OCC(=O)NC2CCS(=O)(=O)C2)C(C)C)cc1 (stereo partly drawn)	-25.0%	-0.3%	-0.4%	2.4%	3.1%	-9.3%	2.6%	1.7%	-4.3	-2.4%	2.3%
CN1CCN(C(=O)c2cnn3c(C(F)(F)F)cc(-c4ccc5c(c4)OCO5)nc23)CC1	2.3%	0.1%	93.2%[activator]	?	-6.3%	-14.0%	2.6%	·	3.8	0.2%	14.4%
CCC(C)[C@H](NS(=O)(=O)c1ccc(C)cc1)C(=O)N1CCC(C(=O)N2CCC(C(=O)OC)CC2)CC1 (stereo partly drawn)	8.2%	-0.2%	1.3%	-3.2%	9.2%	5.2%	0.7%	0.4%	8.1	-0.9%	-2.9%
C/C(=N/Nc1nc(-c2ccccc2)c(CC(=O)O)s1)c1ccccc1	25.6%	0.1%	18.7%	2.4%	4.1%	?	7.0%	-23.2%	?	3.0%	?
Cc1cc(-c2nnc(SCc3cccnc3)o2)no1	60.4%	0.1%	-1.7%	5.2%	?	-25.0%	0.6%	5.6%	5.7	-2.9%	3.4%
Cc1cc(C)c2c(CC(=O)NC3CCS(=O)(=O)C3)coc2c1 (stereo not drawn)	-2.0%	-0.2%	4.1%	2.8%	5.1%	-28.9%	3.5%	18.6%	1.0	-1.8%	-9.4%
COc1ccc(CNC(=O)CN2CCC(C(=O)c3ccc(OC)cc3)CC2)cc1	-51.3%	0.5%	3.0%	-9.3%	1.4%	-33.6%	-3.9%	·	0.4	1.2%	-4.4%
CCOC(=O)C1=NN(c2ccc(Cl)cc2)C(=O)C1	3.98µM*	-0.2%	21.6%	?	?	0.0%	-2.1%	4.6%	4.5	-9.9%	0.5%
O=C(CN1C(=O)C2CC=CCC2C1=O)Nc1ccc(S(=O)(=O)Nc2ncccn2)cc1 (stereo not drawn)	-13.9%	-0.2%	-2.3%	5.7%	1.4%	26.3%	-1.7%	1.2%	2.1	-3.0%	-2.6%
COc1ccc(/C=C2/SC(=S)N(CCCC(=O)Nc3ccccc3C(=O)O)C2=O)cc1	-80.8%	-0.3%	-0.2%	-14.2%	-17.3%	-29.3%	4.6%	-0.6%	1.2	-6.5%	-5.5%
COc1cccc(C2CC(=O)Nc3n[nH]c(-c4ccccc4)c32)c1OC (stereo not drawn)	-5.9%	0.4%	-0.4%	9.5%	-5.8%	-13.8%	8.7%	-1.7%	1.4	-10.5%	-1.9%
CC1(C)CC(=O)C2=C(C1)NC(=O)CC2C(=O)NCc1ccc(F)cc1 (stereo not drawn)	·	0.1%	·	-6.5%	4.6%	·	3.8%	·	-4.1	·	-3.0%
O=C(NC1CCC1)C1CCC(=O)N(Cc2ccccc2F)C1 (stereo not drawn)	0.5%	-0.4%	-5.2%	-0.4%	6.6%	?	-3.1%	7.6%	-21.0	-0.2%	-2.4%
COc1ccc(-c2nc3ccccn3c2NC2CCCCC2)cc1SC1CCCCC1	-72.3%	-0.1%	i	-9.9%	-14.6%	-49.4%	2.3%	?	22.9	0.8%	-23.4%
CCC1CCCCN1CCCNC(=O)c1c(O)nc2ccccn2c1=O (stereo not drawn)	13.2%&5.8%	0.4%	0.5%	1.0%	7.6%	10.9%	-0.5%	-1.4%	1.4	-2.3%	-8.4%
Cc1cccc(NC(=O)c2cc(S(=O)(=O)c3ccccc3)ccc2Cl)c1	-56.2%	0.1%	-4.6%	-11.2%	1.1%	-4.5%	-0.9%	1.8%	2.3	-1.7%	-15.2%
CSc1nncc(/C(C)=N/O)n1	12.5%	-0.5%	-1.5%	2.3%	-5.6%	7.5%	-0.4%	6.5%	-5.3	-1.4%	11.6%
Cc1ccc(C(=O)NCCN(C)C)c(C)c1	1.1%	0.1%	0.7%	-3.6%	-8.0%	-0.6%	0.1%	1.5%	1.0	-1.1%	0.6%
CN(C)C(CNC(=O)c1ccccc1OCc1ccc(Cl)cc1)c1ccco1 (stereo not drawn)	-32.6%	0.2%	-0.5%	2.8%	-1.1%	-8.6%	-2.0%	1.8%	?	-5.1%	-14.4%
CCN(CC)S(=O)(=O)c1ccc(C(=O)NC(C)(C)C)cc1	-8.6%	0.1%	-3.7%	0.9%	-0.4%	10.4%	2.0%	-3.7%	1.5	-7.7%	6.8%
Cc1ccc(C)c(NC(=O)CN(C)S(=O)(=O)c2cccc3cccnc23)c1	-4.6%	0.1%	4.1%	-8.7%	-4.0%	18.0%	9.3%	2.9%	3.1	-4.1%	-18.4%
Cc1ccc(NC(=O)CSc2nnc(Cn3cnc4ccccc43)o2)c(C)c1	0.6%	0.4%	-22.5%	-2.4%	-2.2%	12.2%	-0.8%	-5.2%	-2.7	-4.1%	-4.9%
NC(=O)CN1C(=O)NC2(CCOc3ccccc32)C1=O (stereo not drawn)	-21.3%	-1.0%	6.2%	0.9%	2.5%	-4.6%	-3.7%	0.2%	-1.0	-2.0%	-12.5%
O=C(Cc1ccccc1F)NCC(c1ccco1)N1CCCCC1 (stereo not drawn)	-9.6%	-0.2%	2.3%	1.8%	2.9%	?	-0.4%	-13.1%	-0.5	-1.1%	4.0%
O=c1cc(-c2ccccc2)[nH]n1-c1ccc([N+](=O)[O-])cc1	5.8%	0.4%	-23.3%	-1.8%	8.3%	-40.8%	0.0%	·	2.9	0.0%	2.5%
COc1ccc(-n2ncc(C(C)NS(=O)(=O)c3cc(F)ccc3C)c2C)cc1 (stereo not drawn)	-9.8%	0.0%	-1.9%	-6.0%	-10.5%	4.0%	0.9%	7.8%	-0.6	·	0.2%
